# Screening results from PubChem.
# CSN deneddyl inh = blocks human CSN-mediated cullin deneddylation; Q92905; Purified CSN, SCF-Nedd8-OG deneddylation, fluorescence polarization; inhibition, % at 12.5 µM; actives 0.38% (n = 360,000); AID 651999;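 active = pattern-corrected inhibition above about 35%, with an unprinted fluorescence ratio check between 0.5 and 1.5, limit read from the data, passing the limit was not always enough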;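 note: 0% = enzyme with substrate and 100% = substrate without enzyme; some results filed as inactive read as strong as hits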
#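 Assay system: Purified human Csn5 enzyme expressed in HEK293T cells | Amount: Enzyme 0.24 nM | Measured by: Fluorescence polarization readout | Medium: Tris/NaCl/DTT buffer, pH 7.5 | Compound dosing: One concentration, 12.5 µM, 0.25% DMSO | Times: 90 min incubation of compound, enzyme and substrate at room temperature | Control set: no-enzyme wells high, enzyme-with-substrate wells low | Read-out: % inhibition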
# Neddyl block = blocks human cullin neddylation; P61081+Q13564; AID 651699; actives 0.58% (n = 360,000); calls only at 25 µM; TR-FRET cullin neddylation, biochemical; in the data active = inhibition above about 36%
# MLLE-PAM2 inh = inhibitors of microRNA-mediated deadenylation, human PABP1 MLLE binding; P11940; GST-MLLE / FITC-PAM2 fluorescence polarization; inhibition, % at 20 µM; actives 0.36% (n = 360,000); AID 588489; in the data active = inhibition above about 35%, passing the limit was not always enough;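 note: plate controls were DMSO wells with GST-MLLE for no effect and wells lacking GST-MLLE protein for full effect; some results filed as inactive read as strong as hits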
# MT1-MMP act inh = blocks activation of human MT1-MMP; GFP/RFP ratio change, % at 20 µM; actives 0.061% (n = 360,000); P50281; HT1080 RFP-PRO-GFP cells, GFP/RFP ratio fluorescence, overnight; percent of plate control window, DMSO zero;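 active = GFP/RFP ratio change of at least 30% with cell ATP level not reduced by more than half and red fluorescence within 50% of control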; note: strong numbers were not always called active
#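 Assay system: HT1080 RFP-PRO-GFP cells. Benchmarks: DMSO vehicle wells and RFP-L50D-GFP reporter cell wells. Times: overnight cell settling, then overnight compound exposure, 37 °C, 5% CO2. Compound: 20 µM single dose, 1% DMSO. Read-out basis: GFP/RFP fluorescence ratio.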
# FAS-TE inh = inhibitors of human fatty acid synthase thioesterase domain | recombinant FAS-TE, OMFH fluorogenic substrate, fluorescence endpoint | inhibition, % at 15 µM | actives 0.67% (n = 360,000) | AID 602261;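 active = compounds whose normalised, plate-corrected inhibition of enzyme fluorescence in the single-dose primary screen is 50% or more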;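 note: 0% = DMSO with enzyme and 100% = substrate without enzyme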
# Rin1-Abl PPI inh = inhibitors of human Rin1-Abl protein interaction | AID 588664 | inhibition, % at 7.35 µM | TR-FRET Rin1/Abl binding, biochemical | actives 0.4% (n = 360,000) | P00519+Q13671; in the data active = inhibition above about 5%, passing the limit was not always enough
# Target sequence (P00519 whole entry, looked up): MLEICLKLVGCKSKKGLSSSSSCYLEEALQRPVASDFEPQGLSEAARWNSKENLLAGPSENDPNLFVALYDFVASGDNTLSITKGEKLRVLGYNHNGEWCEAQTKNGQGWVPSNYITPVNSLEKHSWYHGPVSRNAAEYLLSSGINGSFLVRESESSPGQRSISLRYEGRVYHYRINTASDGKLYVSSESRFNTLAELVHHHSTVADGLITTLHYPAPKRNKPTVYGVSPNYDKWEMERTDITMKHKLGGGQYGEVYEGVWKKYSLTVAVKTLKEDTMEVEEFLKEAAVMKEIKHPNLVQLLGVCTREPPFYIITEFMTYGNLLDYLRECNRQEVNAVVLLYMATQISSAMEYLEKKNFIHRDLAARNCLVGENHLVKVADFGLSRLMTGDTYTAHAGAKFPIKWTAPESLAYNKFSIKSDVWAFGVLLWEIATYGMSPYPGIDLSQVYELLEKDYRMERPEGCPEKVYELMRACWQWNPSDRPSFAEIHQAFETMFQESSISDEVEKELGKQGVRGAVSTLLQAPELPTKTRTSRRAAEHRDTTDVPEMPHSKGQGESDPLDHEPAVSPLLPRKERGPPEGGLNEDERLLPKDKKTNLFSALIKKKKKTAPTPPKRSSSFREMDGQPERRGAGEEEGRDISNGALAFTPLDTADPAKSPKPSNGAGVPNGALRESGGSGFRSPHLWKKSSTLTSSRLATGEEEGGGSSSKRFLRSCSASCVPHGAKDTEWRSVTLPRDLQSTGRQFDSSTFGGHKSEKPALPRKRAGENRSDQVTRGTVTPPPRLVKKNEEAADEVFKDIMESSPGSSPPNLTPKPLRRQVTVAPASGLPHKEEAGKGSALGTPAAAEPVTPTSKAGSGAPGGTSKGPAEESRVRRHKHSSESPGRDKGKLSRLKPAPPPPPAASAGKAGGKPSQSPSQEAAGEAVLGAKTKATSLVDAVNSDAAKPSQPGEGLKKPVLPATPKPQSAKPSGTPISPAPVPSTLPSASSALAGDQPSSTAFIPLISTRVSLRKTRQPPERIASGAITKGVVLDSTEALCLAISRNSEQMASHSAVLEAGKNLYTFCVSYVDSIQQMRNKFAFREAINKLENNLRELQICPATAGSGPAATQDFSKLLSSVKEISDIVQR
# Target sequence (Q13671 whole entry, looked up): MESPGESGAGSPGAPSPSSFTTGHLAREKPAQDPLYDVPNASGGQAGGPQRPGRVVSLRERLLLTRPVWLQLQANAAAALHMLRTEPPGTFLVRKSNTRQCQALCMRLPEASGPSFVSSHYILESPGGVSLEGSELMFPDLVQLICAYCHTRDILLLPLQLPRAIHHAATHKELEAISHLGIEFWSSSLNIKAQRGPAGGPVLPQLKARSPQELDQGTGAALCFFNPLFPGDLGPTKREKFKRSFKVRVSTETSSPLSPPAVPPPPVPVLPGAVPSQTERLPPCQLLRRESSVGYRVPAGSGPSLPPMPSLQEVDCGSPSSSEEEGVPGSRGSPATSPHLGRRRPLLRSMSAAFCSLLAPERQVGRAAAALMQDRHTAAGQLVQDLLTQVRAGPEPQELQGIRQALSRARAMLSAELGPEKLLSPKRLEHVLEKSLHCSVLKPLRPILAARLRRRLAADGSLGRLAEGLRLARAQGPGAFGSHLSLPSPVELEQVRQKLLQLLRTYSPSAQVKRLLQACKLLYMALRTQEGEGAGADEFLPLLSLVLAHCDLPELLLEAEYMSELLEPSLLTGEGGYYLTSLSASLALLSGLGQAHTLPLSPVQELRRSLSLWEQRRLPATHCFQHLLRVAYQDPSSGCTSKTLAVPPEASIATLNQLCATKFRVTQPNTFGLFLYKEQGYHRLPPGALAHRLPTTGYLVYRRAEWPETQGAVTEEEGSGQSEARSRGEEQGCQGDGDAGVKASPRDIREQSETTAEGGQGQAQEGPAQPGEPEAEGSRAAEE
# NadD inh = blocks S. aureus nicotinate mononucleotide adenylyltransferase; purified NadD enzyme, colorimetric absorbance read-out; inhibition, % at 20 µM; AID 602399; actives 0.78% (n = 360,000); in the data active = inhibition above about 26%; note: some compounds past the cut are filed as inactive
# Rpn11 inh = blocks the human proteasome subunit Rpn11; actives 0.59% (n = 360,000); O00487; AID 588493; calls only at 20 µM; human 26S proteasome, Ub4-pepOG fluorescence polarization; 20S core pre-blocked with epoxomicin;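 active = inhibition at 20 µM, scaled to each plate's controls, above about 33%, limit read from the data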
# SKN-1 inh = blocks SKN-1 activity in C. elegans | inhibition, % at 21.8 µM | actives 0.49% (n = 360,000) | C. elegans VP596 Pgst-4::GFP/RFP ratio, acrylamide-induced, 24 h | AID 624304;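 active = interference check ratio from 0.5 to 1.5 plus GFP to RFP signal ratio inhibition reaching or exceeding a fixed threshold, cut at about 30% in these data, passing the limit was not always enough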; note: some compounds called inactive have numbers as strong as hits
# * hit, by the source's call; i = inactive; . = not tested or not shown; + = active, no number.
# Preview (7 entries):
Molecule	SKN-1 inh	FAS-TE inh	MLLE-PAM2 inh	Neddyl block	CSN deneddyl inh	NadD inh	MT1-MMP act inh	Rin1-Abl PPI inh	Rpn11 inh
C/C(=N/NC(=S)Nc1cccc(C)c1)c1cccc([N+](=O)[O-])c1	11	44	24	i	-2	-2	5	2	i
NC(=O)c1cc([N+](=O)[O-])ccc1NCc1ccc(N)cc1	5	-4	-1	i	0	-2	6	-6	i
CCc1nnc(NC(=O)C2CCCN2C(=O)Nc2ccc(C)cc2)s1 (stereo unspecified)	6	-4	-1	i	1	2	0	3	i
O=c1n(S(=O)(=O)c2cccc3cccnc23)c2ccccc2n1S(=O)(=O)c1cccc2cccnc12	25	32	-7	i	4	8	-3	-3	i
O=C(CNC(=O)C1COc2ccccc2O1)Nc1ccc(F)c(F)c1 (stereo unspecified)	7	6	9	i	5	-1	6	4	i
CC(=O)NCCc1nc2cc(NC(=O)c3ccc([N+](=O)[O-])cc3)ccc2n1C	13	7	-3	i	-2	-3	4	2	i
CCN(c1ccccc1)S(=O)(=O)c1cc(NC(=O)Nc2ccccc2C#N)ccc1Cl	1	16	11	i	-10	-1	-2	-2	i

# This part in full (from the top)
Molecule	SKN-1 inh	FAS-TE inh	MLLE-PAM2 inh	Neddyl block	CSN deneddyl inh	NadD inh	MT1-MMP act inh	Rin1-Abl PPI inh	Rpn11 inh
C/C(=N/NC(=S)Nc1cccc(C)c1)c1cccc([N+](=O)[O-])c1	11	44	24	i	-2	-2	5	2	i
NC(=O)c1cc([N+](=O)[O-])ccc1NCc1ccc(N)cc1	5	-4	-1	i	0	-2	6	-6	i
CCc1nnc(NC(=O)C2CCCN2C(=O)Nc2ccc(C)cc2)s1 (stereo unspecified)	6	-4	-1	i	1	2	0	3	i
O=c1n(S(=O)(=O)c2cccc3cccnc23)c2ccccc2n1S(=O)(=O)c1cccc2cccnc12	25	32	-7	i	4	8	-3	-3	i
O=C(CNC(=O)C1COc2ccccc2O1)Nc1ccc(F)c(F)c1 (stereo unspecified)	7	6	9	i	5	-1	6	4	i
CC(=O)NCCc1nc2cc(NC(=O)c3ccc([N+](=O)[O-])cc3)ccc2n1C	13	7	-3	i	-2	-3	4	2	i
CCN(c1ccccc1)S(=O)(=O)c1cc(NC(=O)Nc2ccccc2C#N)ccc1Cl	1	16	11	i	-10	-1	-2	-2	i
CC1CCN(c2c(NCc3ccc(C(=O)N4c5ccccc5CC4C)cc3)c(=O)c2=O)CC1 (stereo unspecified)	-1	21	15	i	3	17	2	3	i
CN(Cc1ccc(F)cc1)C(=O)c1cc(S(=O)(=O)N2CCCCC2)ccc1N1CCOCC1	15	10	3	i	0	1	2	2	i
O=C(Nc1cc(S(=O)(=O)N2CCOCC2)ccc1N1CCCCC1)c1ccccc1	-8	35	-4	i	-9	-5	-9	2	i
CCCCC1CC1C(=O)Nc1ncc2c(n1)CC(C)(C)CC2=O (stereo unspecified)	9	-4	-5	i	-5	-5	2	0	i
CN(CC1COc2ccccc2O1)C(=O)Cn1cc(C(F)(F)F)ccc1=O (stereo unspecified)	-7	9	-1	i	1	1	3	4	i
COc1ccc(/C=C2\SC(=O)N(CC(=O)NCCCn3ccnc3)C2=O)cc1	-5	-10	10	i	-1	-5	1	-6	i
O=C(CSc1nc2ccccc2c(=O)[nH]1)Nc1ccc(N2CCOCC2)c(Cl)c1	7	-1	18	i	4	3	0	1	i
CC(C)(C)OC(=O)N1CCC(c2c(C(=O)NC3CC3)cnn2-c2ccccc2)CC1	1	-6	6	i	2	-5	-1	1	i
CCOC(=O)C(Cc1ccccc1)NC(=O)CCC(=O)c1ccc(OC)cc1 (stereo unspecified)	-7	-2	-4	i	4	-5	1	-1	i
O=C(O)CCC(=O)N1CCc2cc(S(=O)(=O)N3CCN(c4ccc(F)cc4)CC3)ccc21	0	-1	-3	i	1	0	1	-5	i
CCOC(=O)C1=C(C)N=c2sc(=Cc3cc(Cl)c(OCC(=O)O)c(OC)c3)c(=O)n2C1c1ccccc1Cl (stereo unspecified)	-8	42	-98	i	24	30*	-27	2	+
O=C(COC(=O)c1ccc(NS(=O)(=O)c2cccs2)cc1)NCC1CCCO1 (stereo unspecified)	-1	-2	6	i	-4	-4	-3	-6	i
CCN(c1ccccc1)S(=O)(=O)c1ccc2[nH]c(=O)[nH]c2c1	3	-2	-5	i	2	0	-1	6	i
CC(C)(C)OCC(NC(=O)C(CC(N)=O)NC(=O)OC(C)(C)C)C(=O)OC(C)(C)C (stereo unspecified)	-13	-5	-2	i	2	3	-3	1	i
C=CCn1c(SCC(=O)Nc2ccc(-c3nc4ccc(C)cc4s3)cc2)nnc1-c1ccccc1	16	-1	-40	.	20	24	-12	-2	+
COc1cc(/C=N/Nc2nc(C)cc(C)n2)cc(OC)c1OC	1	-2	-7	i	-1	-1	1	-3	i
COCCCn1c(SCC(=O)Nc2oc(C)c3c(C)n[nH]c(=O)c23)nc2sc3c(c2c1=O)CCC3	-2	0	-38	i	7	8	2	0	i
O=C(COC(=O)c1cc(-c2cccs2)nn1-c1ccccc1)Nc1ccc(Cl)c([N+](=O)[O-])c1	5	41	-6	i	-3	4	3	-1	i
CCn1c(CNc2ccc(Cl)cc2)nnc1SCC(=O)OC1CCCCC1	-13	14	-27	i	-1	2	5	1	i
Cc1nn(-c2ccccc2)c(Cl)c1C(=O)N(C)CC(=O)Nc1cccc(F)c1	5	-4	-15	i	-1	-3	-1	-1	i
O=C(Nc1ccc2c(c1)C(=O)OC2)Nc1cccc2ccccc12	3	-4	9	i	2	1	5	6	i
COCCNC(=O)c1cn(CCOC)c(=O)c2c1c1ccccc1n2C	15	-4	0	i	0	-3	3	-3	i
CCOC(=O)C1(CCOc2ccccc2)CCN(Cc2ccc(C(=O)OC)cc2)CC1	0	22	0	i	-2	-4	5	0	i
O=c1oc2ccccc2cc1-c1cn2cccnc2n1	-12	-1	9	+	3	6	.	-5	i
CCCCNC(=O)CCn1c(=O)c2ccccc2n(CC(=O)Nc2ccccc2OCC)c1=O	8	-4	15	i	3	-1	0	0	i
COc1ccc(-n2nc(C(=O)O)cc2-c2ccccc2)cc1	3	-1	16	i	3	0	-4	0	i
CCC1=NN(C(=O)C(=O)Nc2ccc(OC)cc2)C(O)(C(F)(F)F)C1 (stereo unspecified)	-3	-2	-55	i	-1	0	2	2	i
COc1ccc(OC)c(S(=O)(=O)N2CCN(C)CC2)c1	-1	-7	4	i	-1	-6	1	0	i
O=C(OCC(=O)N1CCCCC1)c1cccc(NS(=O)(=O)c2ccccc2)c1	15	-6	-15	i	1	-4	1	-2	i
O=C(Nc1ccc(C(F)(F)F)cc1)C1=NN(C2CCS(=O)(=O)C2)C(=O)CC1 (stereo unspecified)	-18	-3	3	i	0	-4	7	3	i
Cc1nnc(SCCn2c(N3CCCCCC3)nc3c2c(=O)[nH]c(=O)n3C)s1	19	-2	-4	i	-4	2	-3	3	i
CCOc1ccc([C@@H]2CC=C(C(=O)O)[C@H](c3cccc(Cl)c3)N2S(=O)(=O)c2ccc(C)cc2)cc1	20	1	-2	i	0	1	3	-1	i
CC(CNC(=O)CN1C(=O)c2cccnc2Oc2ccc(Cl)cc21)c1ccccc1 (stereo unspecified)	15	15	12	i	-2	2	-2	4	i
COCCN(C(=O)COC(=O)c1ccc(C=O)cc1)c1c(N)n(Cc2ccccc2)c(=O)[nH]c1=O	2	-6	2	i	2	6	0	0	i
NC(=O)C1(N2CCCCC2)CCN(C2CC(=O)N(CCc3ccccc3)C2=O)CC1 (stereo unspecified)	-27	-9	-9	i	1	3	0	0	i
CN(C)c1cc(N)c2ccccc2n1 (tested in a mixture with another compound)	-21	-10	-6	i	2	-4	-1	1	i
COc1ccc(C2/C(=C(/O)c3ccc(C)cc3)C(=O)C(=O)N2c2ccccn2)cc1 (stereo unspecified)	-3	-3	-10	i	0	10	2	2	i
CCCC(=O)N(Cc1cc2cc(C)ccc2[nH]c1=O)c1ccccc1OC	23	-3	-4	i	-5	3	3	0	i
N#CCCn1c(=O)n(CCC#N)c2ccccc21	-9	-6	-1	i	-2	-1	4	3	i
O=c1c2ccccc2[nH]c(=S)n1Cc1ccccc1Cl	8	2	-88	i	1	0	-3	1	i
COc1ccc(-n2cc(CNC3CCOCC3)c(-c3cccc(F)c3)n2)cc1	4	2	-2	.	0	-7	-4	5	i
CC1Cc2nc(SCC(=O)Nc3ccc(F)cc3F)n(C)c(=O)c2S1 (stereo unspecified)	10	2	24	i	6	-6	-8	0	i
CC(C)(C)C1CCC(OCC(O)CN2CCN(Cc3ccccc3)CC2)CC1 (stereo unspecified)	-6	1	4	i	0	-5	0	3	i

# A section taken from the entries so far, as a working copy:
Molecule	SKN-1 inh	FAS-TE inh	MLLE-PAM2 inh	Neddyl block	CSN deneddyl inh	NadD inh	MT1-MMP act inh	Rin1-Abl PPI inh	Rpn11 inh
CC1Cc2nc(SCC(=O)Nc3ccc(F)cc3F)n(C)c(=O)c2S1 (stereo unspecified)	10	2	24	i	6	-6	-8	0	i
CC(C)(C)C1CCC(OCC(O)CN2CCN(Cc3ccccc3)CC2)CC1 (stereo unspecified)	-6	1	4	i	0	-5	0	3	i

# Going on with the list:
Molecule	SKN-1 inh	FAS-TE inh	MLLE-PAM2 inh	Neddyl block	CSN deneddyl inh	NadD inh	MT1-MMP act inh	Rin1-Abl PPI inh	Rpn11 inh
COCCn1cnc2c1c(=O)n(CC(=O)OCC(=O)NCC(F)(F)F)c(=O)n2Cc1ccccc1	-4	-9	-2	i	-6	1	-4	-3	i
O=C(CCC(=O)N1CCSc2ccccc21)NCc1cccc(Br)c1	0	10	-4	i	3	-6	-1	4	i
Cn1ncc(C#N)c1NC(=O)C1CC(c2ccc(Cl)cc2)=NO1 (stereo unspecified)	-11	-6	-5	i	4	5	-6	2	i
C/C(=N\Nc1cc(Cl)nc(C)n1)c1ccc(Cl)c(Cl)c1	1	38	-11	i	-5	-7	-8	1	i
COc1ccc(NC(=O)CCc2ccccc2)cc1NC(=O)c1ccco1	14	-2	-3	i	5	-7	1	-1	i
CC1=CC(C)[C@H](/C=N/n2c(=O)[nH]c3c([nH]c4ccc(Br)cc43)c2=O)C(C)C1 (stereo partly specified)	-7	2	-4	i	-4	26	-6	-3	i
O=C(CC1SC(=O)N(c2ccccc2)C1=O)Nc1ccc(Br)cc1 (stereo unspecified)	11	-5	27	i	-2	-5	4	-2	i
CC(OC(=O)c1ccc([N+](=O)[O-])s1)C(=O)NC1CCCCC1C (stereo unspecified)	0	8	-3	i	2	-3	4	2	i
